Screens: PubChem, several laboratories
TLR9-MyD88 block: TLR9-MyD88 interaction inhibition; 0.21% of 340,000 active; Q9NR96+Q99836; inhibition, % at 4.98 µM; CHO BLA complementation TLR9-MyD88, CCF4 FRET ratio;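 active means inhibition above the mean over all tested compounds plus 3 SD, cut at about 21% in these data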;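 further: 0% = DMSO only wells and 100% = clavulanate BLA inhibitor control wells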
MC4R barr agon: human MC4R agonism via beta-arrestin | U2OS MC4R beta-arrestin complementation, luminescence; percent of melanotan II response, DMSO zero | activation, % at 8.9 µM | 0.98% of 360,000 active;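 active means activation above a per-plate cutoff, the mean activation of sample wells on that plate plus 3 SD, cut at about 8% in these data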
MC4R antagonist: antagonists of human melanocortin 4 receptor (MC4R); P32245; 0.48% of 360,000 active; inhibition, % at 6.5 µM; AID 540295; MC4R-expressing cells, MTII-stimulated cAMP, LANCE TR-FRET;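 active means inhibition above its plate's cutoff, the mean of tested wells on that plate plus 3 SD, cut at about 29% in these data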;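 further: 0% = Melanotan II alone and 100% = Melanotan II plus saturating MCL0020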
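System: U2OS cells stably expressing human melanocortin 4 receptor (MC4R). Reagent: Melanotan II challenge after compound preincubation. Doses: 6.5 µM. Times: 30-min compound, 1-h challenge, 1-h detection, room temperature. Measured by: TR-FRET with Eu-cAMP and labeled anti-cAMP, 671 nm. Replicates: singlicate.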
ABCB6 inh MLPCN: blocks the human ABCB6 transporter | AID 602162 | fluorescence ratio to DMSO, % at 10 µM | K562-ABCB6 porphyrin accumulation, flow cytometry, 1 h; stronger effect = lower value | 0.19% of 360,000 active | Q9NP58;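 active means fluorescence ratio to DMSO below 75%, the collection mean minus 3 SD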;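 further: signal is porphyrin accumulated inside mitochondria; 100% equals median channel fluorescence of DMSO control wells; lower ratio means ABCB6 inhibition with less porphyrin fluorescence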
NOD2-RIPK2 inh: blocks binding of human NOD2 to RIPK2. O43353. CHO BLA complementation NOD2-RIPK2, CCF4 ratio. inhibition, % at 4.98 µM. 0.38% of 360,000 active. AID 624267; in the data active means inhibition above about 21%;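 further: 0% = vehicle only and 100% = reference blocker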
Vif imaging: blocks HIV Vif function. AID 602346. inhibition, % at 7.49 µM. 0.35% of 340,000 active. HEK293T cells, Vif self-association by quenched fluorescence, imaging, 24 h; in the data active means inhibition above about 50%, passing the limit was not always enough; further: some results filed as inactive read as strong as hits
N-glyco inh: N-linked glycosylation inhibition | reporter increase, % at 12.5 µM | D54 ERlucT glycosylation luciferase reporter, 24 h; percent of 100 nM tunicamycin response | 0.23% of 360,000 active;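 active means mean luciferase reporter signal, scaled so untreated is 0 and the glycosylation-blocking control 100, at or above a set limit in every replicate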;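 further: luciferase carries N-glycosylation sites so blocking glycosylation raises the light; 0% = median of neutral control wells and 100% = median of 100 nM tunicamycin wells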
ABHD5-PLIN5 inh: ABHD5-PLIN5 protein interaction inhibition | Q00G26+Q8WTS1 | Split G. princeps luciferase complementation, luminescence, 4 h | inhibition, % at 4 µM | 0.78% of 360,000 active;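 active means inhibition above the mean inhibition across every tested compound plus 3 SD, cut at about 22% in these data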;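 further: 0% = DMSO only wells and the 100% control is not disclosed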
Target sequence (Q00G26 whole entry, looked up): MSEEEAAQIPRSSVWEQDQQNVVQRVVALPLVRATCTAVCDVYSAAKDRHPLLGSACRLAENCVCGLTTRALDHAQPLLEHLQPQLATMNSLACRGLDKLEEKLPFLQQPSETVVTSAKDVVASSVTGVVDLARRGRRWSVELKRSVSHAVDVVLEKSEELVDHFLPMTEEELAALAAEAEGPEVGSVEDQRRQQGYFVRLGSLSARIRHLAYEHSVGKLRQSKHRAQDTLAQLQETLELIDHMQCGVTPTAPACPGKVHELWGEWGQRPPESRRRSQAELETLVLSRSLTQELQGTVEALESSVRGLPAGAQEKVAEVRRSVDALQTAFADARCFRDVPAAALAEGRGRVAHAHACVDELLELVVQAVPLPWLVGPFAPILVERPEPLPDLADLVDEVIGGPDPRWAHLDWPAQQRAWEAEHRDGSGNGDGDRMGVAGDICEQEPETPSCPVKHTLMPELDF
Target sequence (Q8WTS1 whole entry, looked up): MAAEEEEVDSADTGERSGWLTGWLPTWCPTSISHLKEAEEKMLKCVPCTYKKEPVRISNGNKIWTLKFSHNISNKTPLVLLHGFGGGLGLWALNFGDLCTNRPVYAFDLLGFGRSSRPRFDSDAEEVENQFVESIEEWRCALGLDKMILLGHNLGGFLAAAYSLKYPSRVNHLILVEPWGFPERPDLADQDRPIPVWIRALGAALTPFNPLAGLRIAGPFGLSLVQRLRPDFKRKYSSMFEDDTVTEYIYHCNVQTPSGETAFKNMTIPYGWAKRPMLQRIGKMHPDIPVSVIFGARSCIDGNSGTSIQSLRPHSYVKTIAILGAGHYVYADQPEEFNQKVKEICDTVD
aDG glyco act: increases alpha dystroglycan glycosylation; 0.22% of 360,000 active; AID 624168; activation, % at 10 µM; Pro5-aDG cells, alpha-DG glycosylation AlphaScreen (IIH6); 0% Pro5, 100% B10-LARGE cell signal;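 active means activation of at least 8% versus controls, or a plate z-score of at least 8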;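 further: Pro5 are CHO cells carrying HIG-tagged alpha-DG that lacks glycosylation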
Granule exo inh: lytic granule exocytosis inhibition. inhibition, % at 10 µM. TALL-104 LAMP-1 surface exposure, flow cytometry; cells stimulated with thapsigargin and PMA. AID 651702. 0.66% of 360,000 active;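 active means inhibition above about 55%, limit read from the data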
The depositor's hits bear a star; nt = no result given; & = joins results of further samples.

SMILES | TLR9-MyD88 block | MC4R barr agon | MC4R antagonist | ABCB6 inh MLPCN | NOD2-RIPK2 inh | Vif imaging | N-glyco inh | ABHD5-PLIN5 inh | aDG glyco act | Granule exo inh
O=[N+]([O-])c1cc2c(cc1CN1CCN(c3ccc(F)cc3)CC1)OCO2 | -3 | -1.5 | -2 | 98 | 4 | -5 | -3 | 2 | -0.2 | -1
CC(C)c1cccc(-c2csc(C(C)(O)c3ccc(F)c(F)c3)n2)c1 (stereo unspecified) | nt | 2.7 | 1 | 98 | -2 | -12 | -1 | -23 | 0.4 | 0
Cc1ccc(C(=O)NCCc2nnc3ccc(SCC(=O)Nc4ccc(C)cc4C)nn23)cc1 | -5 | -1.4 | 3 | 96 | -5 | -6 | -1 | 4 | -0.1 | 0
CC(O)C(NC=C1C(=O)OC(C)(C)OC1=O)C(=O)O (stereo unspecified) | -2 | 1.1 | -7 | 102 | -6 | 0 | 1 | 6 | -0.2 | 6
Cc1ccc([C@H]2C[C@H](O)[C@@H](n3cc(-c4ccc(F)cc4)nn3)CN2CC2CCCCC2)cc1 | 2 | 1.1 | 5 | 97 | 2 | -1 | -1 | -7 | 0.1 | 2
O=C(NCc1ccccc1)C1C(=O)N(Cc2ccccc2)C(=O)C1C1(O)CCCC1 (stereo unspecified) | -4 | -0.2 | 5 | 90 | 10 | -13 | 3 | -2 | 0.2 | -1
CCN1C(=O)c2ccc(C(=O)O)cc2C1=O | -1 | -1.7 | 4 | 86 | -2 | 5 | -3 | 0 | -0.5 | 1
COc1ccc(OC)c(NC(=O)Nc2cc(NC(=O)Nc3cc(OC)ccc3OC)c(C)nc2C)c1 | 3 | -0.6 | -1 | 91 | -3 | 24 | -2 | 12 | 0.2 | 0
Cc1cc(C(=O)CSc2ncn[nH]2)c(C)n1-c1cccc(S(=O)(=O)N2CCOCC2)c1 | 2 | -1.7 | -1 | 94 | -1 | -2 | -2 | 1 | -0.3 | 0
CS(=O)(=O)c1nc(S(=O)(=O)c2ccc(Cl)cc2)c(N2CCC(C(N)=O)CC2)s1 | 7 | -0.3 | 5 | 94 | -2 | 3 | -2 | 2 | 0.3 | -6
O=[N+]([O-])c1nn(-c2ccc3c(c2)OCCO3)n(O)c1=NCCC1=CCCCC1 | 1 | -1.1 | 3 | 97 | 0 | -5 | -2 | 4 | -0.5 | -2
COc1ccc(S(=O)(=O)N2CCN(CC(=O)Nc3ccc(C)c(F)c3)CC2)cc1 | 3 | -1.9 | 0 | 105 | 2 | -1 | 1 | -3 | 0.7 | 2
CCC(=O)N1CCN(c2nc(CC)nc3sc4c(c23)CCCC4)CC1 | -3 | 0.5 | 18 | 100 | -11 | -3 | 0 | -3 | 0.0 | 0
O=C(NCc1ccc(F)cc1F)[C@@H]1CCCN1C(=O)[C@@H]1CCCN1C(=O)c1ccccc1 | nt | nt | nt | 91 | -9 | nt | nt | 6 | 0.1 | -4
O=C(NC1CCCCC1)N1CCCCCC1 | -6 | 1.8 | -10 | 103 | 8 | -4 | 2 | 0 | 0.9 | 0
c1ccc(C2=NNC(=NCc3ccc4c(c3)OCO4)SC2)cc1 | -10 | -0.8 | 9 | 99 | 4 | 1 | 0 | -19 | 0.1 | 3
CCc1ccc(NC(=O)c2ccc(F)c(S(=O)(=O)NCC3COc4ccccc4O3)c2)cc1 (stereo unspecified) | -3 | -0.4 | 7 | 97 | -2 | -24 | -8 | -17 | 3.7 | 6
O=C(COc1ccc2ccc(=O)oc2c1)Nc1cccnc1 | 3 | -1.1 | -3 | 99 | -12 | 17 | 2 | 4 | 0.1 | -9
CCN(CC(=O)Nc1ccccc1Br)C1CCCCC1 | -4 | 0.6 | 3 | 98 | -3 | -10 | -4 | -3 | 0.6 | -3
Cc1ccc(NC(=O)c2csnn2)c(C)c1 | 15 | -1.3 | 2 | 102 | 4 | -3 | 1 | 0 | -0.4 | -2
COc1ccc(Nc2nc(-c3ccccc3)nc3ccccc23)cc1S(=O)(=O)N1CCOCC1 | -4 | 2.8 | -22 | 89 | -10 | 3 | 5 | 1 | -0.2 | -5
Cc1ccc(N2C(=O)CC(NNc3nc4ccccc4s3)C2=O)cc1 (stereo unspecified) | 15 | -1.2 | -3 | 98 | 6 | -2 | 2 | 1 | -0.1 | -3
CC1SCC(NC(=O)c2ccccc2Cl)CS1 (stereo unspecified) | nt | 0.9 | 3 | 98 | -2 | 6 | -2 | 1 | 0.0 | 4
O=C(Cn1nnc2c(cnn2-c2ccccc2)c1=O)N1CCN(c2ccccc2F)CC1 | -7 | -3.5 | 3 | 97 | -2 | nt | 2 | 4 | 0.1 | 3
COC(=O)c1c(NC(=O)c2nn(C)cc2Cl)sc2c1CCCC2 | -5 | 0.3 | 5 | 91 | -8 | 1 | -2 | -2 | -0.2 | 0
O/N=C/c1ccccc1OCc1ccccc1F | -2 | -2.0 | 12 | 100 | 0 | -2 | 0 | 0 | 0.1 | 0
COC(=O)[C@H](C)NC(=O)NCc1ccccc1 | -4 | 0.0 | -3 | 101 | -1 | -2 | 0 | -10 | -0.1 | 0
CC1Cn2c(nnc2-c2cccs2)S1 (stereo unspecified) | 8 | -1.9 | -2 | 90 | -3 | nt | 2 | -5 | -0.1 | -1
O=C(NCC(c1ccccc1)N1CCCC1)C1CCN(C(=O)Nc2ccccc2)CC1 (stereo unspecified) | 1 | -2.4 | -6 | 97 | -4 | 10 | -2 | 6 | -0.4 | 8
COC(=O)c1c(C(=O)OC)c(-c2ccc(OC)cc2)n2c1CS(=O)(=O)C2 | 6 | -0.9 | 9 | 99 | -1 | 0 | 0 | 3 | 0.0 | -16
C(=NOCc1ccccc1)c1ccncc1 | -3 | -0.1 | -1 | 99 | 2 | 1 | -1 | -1 | -0.1 | 0
COc1ccc(CCN2C(=O)N(c3ccc(OC)cc3)C(=O)C2CC(=O)Nc2ccccc2)cc1 (stereo unspecified) | 6 | -2.0 | 8 | 97 | -3 | 1 | 1 | -1 | -0.1 | -2
CCCCc1ccc(NC2=NCC(=O)N2CCc2ccccc2)cc1 | 0 | 0.0 | -2 | 98 | 0 | 13 | 3 | -8 | 0.7 | -1
Cc1nc(SCC(=O)Nc2ccccn2)n[nH]1 | -2 | -2.8 | -4 | 98 | -3 | -1 | 2 | -4 | -0.2 | -2
COc1cc(OC)cc(C(=O)NCC(=O)N2CCN(Cc3ccccc3)CC2)c1 | -7 | 1.2 | 8 | 99 | -5 | 0 | 0 | -2 | -0.1 | -11
CCCCCCCCS(=O)CCC(=O)O (stereo unspecified) | 7 | -1.3 | 3 | 98 | -2 | -9 | 2 | -12 | -0.2 | 1
Cc1cccc(NC(=S)N/C(=N/S(=O)(=O)c2ccccc2)c2ccccc2)c1 | -4&8 | -1.7&-0.4 | 6&-1 | 91&100 | 10&7 | -4 | -2&3 | 4&-9 | -0.1&0.3 | 7&-4
Cc1occc1-c1nnc(SCC(=O)N2c3ccccc3CCc3ccccc32)n1C | 1 | 0.2 | 6 | 113 | 1 | nt | -3 | 0 | 0.1 | 5
CCCSc1nnc(-c2c[nH]c3ccccc23)n1CC | 3 | -1.0 | 3 | 96 | -6 | 8 | 2 | -6 | 0.0 | 4
CN(C)CCNc1oc(-c2cccc(Cl)c2)nc1C#N | 9 | -2.5 | 12 | 98 | 1 | 12 | 1 | 4 | -0.2 | 3
NS(=O)(=O)c1ccc(NC(=O)COC(=O)CNC(=O)C23CC4CC(CC(C4)C2)C3)cc1 | -12 | -0.2 | 8 | 111 | -17 | -12 | 0 | -1 | -0.1 | -3
CCc1ccc(NC(=O)NNC(=O)CCc2ccccc2)cc1 | 3 | 2.6 | 6 | 94 | -9 | -14 | -1 | 11 | 0.0 | 17
Cc1cc(C)cc(Oc2coc3cc(OC(=O)c4cccs4)ccc3c2=O)c1 | 1 | -1.4 | 1 | 109 | 8 | 1 | -1 | 2 | 0.1 | 0
CN(CCCCCCN(C)Cc1ccccc1O)Cc1ccccc1O | -1 | -1.2 | 0 | 98 | 9 | 0 | -3 | 1 | 0.1 | 32
O=C(NC1CCCCC1)C(=S)N1CCOCC1 | -13 | 0.3 | 3 | 102 | -8 | 1 | 3 | -6 | 0.0 | 0

Brought forward from above: two entries, then new ones.
SMILES | TLR9-MyD88 block | MC4R barr agon | MC4R antagonist | ABCB6 inh MLPCN | NOD2-RIPK2 inh | Vif imaging | N-glyco inh | ABHD5-PLIN5 inh | aDG glyco act | Granule exo inh
CN(CCCCCCN(C)Cc1ccccc1O)Cc1ccccc1O | -1 | -1.2 | 0 | 98 | 9 | 0 | -3 | 1 | 0.1 | 32
O=C(NC1CCCCC1)C(=S)N1CCOCC1 | -13 | 0.3 | 3 | 102 | -8 | 1 | 3 | -6 | 0.0 | 0
CCN(CC)C(=O)C1=C(C)N(Cc2ccc(C(C)(C)C)cc2)C(=O)C(CC(=O)NCCCN(C)C)C1 (stereo unspecified) | 7 | 2.5 | 6 | 102 | -4 | 1 | 1 | -3 | 0.1 | -1
Cc1cc(-c2ccc(C)c(S(=O)(=O)NCCCN3CCN(c4ccccc4F)CC3)c2)on1 | -1 | -2.8 | 3 | 96 | -19 | -2 | 4 | 4 | 2.2 | 3
Cc1c(C(=O)N2CCN(Cc3nccn3C)CC2)oc2c(F)cccc12 | 1 | -1.6 | -7 | 95 | 5 | nt | -1 | -2 | -0.1 | 0
C=CCNC(=S)Nc1ccc(C(N)=O)cc1 | 2 | -1.3 | 8 | 101 | -6 | 0 | -2 | -8 | 0.8 | -2
O=C(Nc1ccc(C(=O)N2CCOCC2)cc1)c1cccs1 | 3 | 2.9 | 16 | 95 | -14 | 15 | 0 | 3 | 0.2 | 2
COC(=O)c1cc(NC(=O)Cn2nc(C)n3cccc3c2=O)cc(C(=O)OC)c1 | -10 | 0.7 | 13 | 105 | -1 | 1 | 1 | -3 | 0.0 | 0
CC1CCN(S(=O)(=O)c2ccc(NC(=O)CCN3C(=O)C4CC=CCC4C3=O)cc2)CC1 (stereo unspecified) | -2 | -1.5 | 4 | 91 | -6 | 8 | -1 | -3 | -0.1 | -3
CCCSc1nnc(N)s1 | 3 | 0.6 | 12 | 96 | 0 | 3 | -2 | -2 | -0.2 | -1
C/C=C/C=C(/NC(=O)c1ccccc1)C(=O)Nc1ccccc1 | 5 | -3.0 | 4 | 105 | 1 | -2 | 1 | -7 | 0.0 | 0
COc1cc(C2NC(=O)N(C)C3=C2C(=O)CCC3)cc(OC)c1OC (stereo unspecified) | -4 | 0.9 | -6 | 96 | 6 | 1 | 0 | 0 | -0.1 | 2
CCOC(=O)c1nnn(-c2nonc2N)c1CSc1ccccn1 | -1 | -0.9 | 6 | 98 | -4 | -13 | 1 | 4 | 1.1 | -6
CC(=O)Nc1ccc(S(=O)(=O)NC(C)C(=O)OCC(=O)Nc2ccc(F)cc2Cl)cc1 (stereo unspecified) | -7 | -0.9 | 17 | 100 | -5 | -22 | 0 | 0 | 0.3 | -6
CS(=O)(=O)N(CC(=O)O)c1cc(C(F)(F)F)ccc1Cl | 2 | 0.0 | 9 | 95 | -6 | 26 | 1 | 3 | 0.0 | -3
c1cc(N2CCOCC2)ccc1-c1ccc2nncn2c1 | nt | -0.9 | 6 | 107 | 12 | -2 | -3 | -5 | 0.1 | -7

The list is partial (hit frequency here may not be typical).
